Hck Nef HTS = inhibitors of human Hck kinase activated by Nef | 220,000 compounds, 0.68% hits | Recombinant Hck-YEEI plus Nef, Z-Lyte FRET kinase assay | AID 463187 | P08631 | inhibition, % at 20 µM;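 active = Hck-Nef kinase inhibition above about 50%, limit read from the data; inactive = inhibition below that limit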;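 also: 0% = DMSO with Hck plus Nef and 100% = Hck alone without Nef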
TNF necrop inh = TNF-alpha cell death inhibition in Jurkat FADD-/- cells; Jurkat FADD-/- TNF necroptosis rescue, ATP luminescence, 24 h; 0 = TNF only, 100 = no-TNF cells; AID 463075; activation (protection from cell death), % at 10 µM; 220,000 compounds, 0.068% hits;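 active = activation, meaning protection from cell death, of at least 50% relative to plate controls; inactive = activation below 50%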;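 also: necroptosis triggered by 40 ng/mL TNF-alpha added together with compound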
RBBP9 inhibitor = inhibitors of human serine hydrolase RBBP9 | O75884 | recombinant RBBP9, FP-Rh probe fluorescence polarization | inhibition, % at 7.94 µM | 220,000 compounds, 0.2% hits | AID 1515;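 active = inhibition above the campaign mean of all tested compounds plus 3 SD, cut at about 14% in these data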;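 also: plate controls were DMSO wells with RBBP9 for no effect and wells lacking RBBP9 protein for full effect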
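System: RBBP9 protein | Quantity: 2.5 µM RBBP9 dispensing solution, before mixing | Reagent: FP-Rh probe, 375 nM dispensing solution | Timing: Enzyme-compound preincubation 30 min, then probe labeling 45 min, 25 °C | Measured by: Fluorescence polarization | Read-out: % inhibition | Replication: One well per compound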
PERK inh = human PERK inhibition, primary cell-based screen; Q9NZJ5; CHO PERK-DD fusion, SEAP luminescence translation reporter; inhibition, % at 5.6 µM; 220,000 compounds, 0.17% hits;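 active = inhibition above the mean inhibition of all tested compounds plus 3 SD, set separately per screening campaign, cut at about 2.9% in these data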;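 also: PERK kinase domain activated by AP20187 dimerizer at 100 nM; 0% = DMSO with dimerizer and 100% = rapamycin at 8.4 µM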
Target sequence (Q9NZJ5 whole entry, looked up, the tested form may be a part): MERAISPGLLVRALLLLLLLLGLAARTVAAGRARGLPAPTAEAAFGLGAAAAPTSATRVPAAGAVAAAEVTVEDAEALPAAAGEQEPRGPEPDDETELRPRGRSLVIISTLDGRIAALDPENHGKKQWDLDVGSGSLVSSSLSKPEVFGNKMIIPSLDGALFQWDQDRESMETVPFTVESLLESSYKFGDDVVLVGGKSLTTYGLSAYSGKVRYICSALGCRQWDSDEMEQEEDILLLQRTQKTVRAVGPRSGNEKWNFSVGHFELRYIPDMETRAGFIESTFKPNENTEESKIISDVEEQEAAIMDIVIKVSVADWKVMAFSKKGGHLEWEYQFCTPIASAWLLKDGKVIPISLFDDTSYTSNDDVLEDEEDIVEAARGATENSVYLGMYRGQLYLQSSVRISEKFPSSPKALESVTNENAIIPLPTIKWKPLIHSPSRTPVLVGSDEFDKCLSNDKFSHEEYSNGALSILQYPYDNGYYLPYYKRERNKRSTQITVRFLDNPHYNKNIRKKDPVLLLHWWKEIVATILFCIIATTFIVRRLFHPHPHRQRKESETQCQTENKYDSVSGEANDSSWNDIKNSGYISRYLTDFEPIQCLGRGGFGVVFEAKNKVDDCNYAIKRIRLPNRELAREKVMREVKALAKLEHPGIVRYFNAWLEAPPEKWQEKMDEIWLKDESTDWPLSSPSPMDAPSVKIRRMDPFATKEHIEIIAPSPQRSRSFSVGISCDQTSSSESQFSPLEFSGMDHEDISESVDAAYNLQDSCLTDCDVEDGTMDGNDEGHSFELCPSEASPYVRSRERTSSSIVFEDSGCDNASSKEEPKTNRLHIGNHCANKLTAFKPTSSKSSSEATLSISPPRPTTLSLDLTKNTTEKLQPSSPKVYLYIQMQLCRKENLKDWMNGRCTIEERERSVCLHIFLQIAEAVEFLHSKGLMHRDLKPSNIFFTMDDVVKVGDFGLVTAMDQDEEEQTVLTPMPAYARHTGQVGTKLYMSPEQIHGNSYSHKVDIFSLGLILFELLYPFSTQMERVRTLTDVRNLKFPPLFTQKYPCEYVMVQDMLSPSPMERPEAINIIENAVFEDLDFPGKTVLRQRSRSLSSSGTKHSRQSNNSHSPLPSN
Runt-CBFb FRET = blocks binding of human RUNX1 Runt domain to CBFb; Q01196+Q13951; Cerulean-Runt/Venus-CBFb FRET ratio 530/480, 1 h; inhibition, % at 20 µM; 220,000 compounds, 0.46% hits; AID 1496;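 active = inhibition over about 50% at 20 µM in the single-dose screen, limit read from the data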;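 also: 0% = DMSO wells and 100% = excess unlabeled CBFb competitor control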
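Reagent – Venus-CBFb binding partner, 100 nM · Assay system – Cerulean-tagged RUNX1 Runt domain (FRET donor) fusion protein · Input – 100 nM per protein · Incubation – two 1 h room-temperature incubations shielded from light · Measured by – FRET fluorescence · Medium – Tris buffer pH 7.5 with salts and BSA · Benchmarks – unlabeled CBFb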
Runt-SMMHC FRET = inhibitors of human RUNX1 Runt domain binding to CBFb-SMMHC | Q01196+Q13951 | Cerulean-Runt/Venus-CBFb-SMMHC FRET ratio 530/480, 1 h | inhibition, % at 20 µM | 220,000 compounds, 0.74% hits | AID 1434;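 active = mean inhibition across duplicate retests at 20 µM reaching about 50%, limit read from the data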;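 also: 0% = DMSO wells and 100% = wells with excess untagged CBFb-SMMHC; inhibitors lower the FRET ratio by blocking Runt binding to CBFb-SMMHC; some results filed as inactive read as strong as hits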
zVAD death inh = blocks zVAD induced death of L929 cells. L929 zVAD necroptosis rescue, ATP luminescence, 24 h; with zVAD 60 µM. viability rescue, % at 10 µM. 220,000 compounds, 0.38% hits. AID 1377;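 active = activation, scaled between plate controls, above about 75%, limit read from the data; inactive = activation under that limit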;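 also: 0% = zVAD with DMSO and 100% = DMSO alone without zVAD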
EP2 mod = modulators of human EP2 prostaglandin E2 receptor; AID 940; P43116; EP2-expressing cells, cAMP HTRF FRET, PGE2 co-stimulation; 260,000 compounds, 0.83% hits; induction, % at 25 µM;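 active = compounds whose cAMP rise, as percent of the full-agonist control response, exceeds 60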;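 also: rat C6 glioma line stably carrying human EP2 under a CMV promoter; the protocol text gives 20 µM as final concentration; 100% = response of wells given 1 µM PGE2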
EP2 antag = blocks the human prostaglandin E2 receptor EP2 | inhibition, % at 25 µM | P43116 | C6 glioma cells expressing human EP2, cAMP TR-FRET; cells stimulated with saturating PGE2 | 260,000 compounds, 0.52% hits;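 active = percent inhibition above 40 after rounding to a whole number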;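 also: rat C6 glioma host cells with rolipram phosphodiesterase inhibitor present; the protocol text gives 20 µM as final concentration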
Starred values were filed as active, the others as inactive; / = not tested or not shown; & = joins results of further samples. The list is partial. The share of hits here may be higher or lower than overall.

SMILES,Hck Nef HTS,TNF necrop inh,RBBP9 inhibitor,PERK inh,Runt-CBFb FRET,Runt-SMMHC FRET,zVAD death inh,EP2 mod,EP2 antag
O=C(CSc1cn(CCNC(=O)c2cccs2)c2ccccc12)NCC1CCCO1 (stereo unspecified),-4,0.0,-6,0.4,0,1,0.5,-8,10
CCC(=O)Nc1nnc(/C=C/c2ccc(OC)cc2)s1,2,0.9,-8,0.3,-2,1,1.4,-17,18
CC(C)CC(=O)NC(=S)Nc1ccccc1C(=O)Nc1ccccc1,9,-0.1,-10,0.0,1,2,-0.9,3,2
CC(=O)NCCc1nc2ccccc2n1CCOc1ccccc1,28,3.0,-7,-0.4,1,-4,0.1,2,6
CCOC(=O)c1cccc(NS(=O)(=O)c2c(C)[nH]c(=O)[nH]c2=O)c1,0,-0.1,-6,0.5,-1,3,1.0,-8,3
COc1ccc(N2CCN(C(=O)CCC(=O)c3cc(C)sc3C)CC2)cc1,14,1.3,-4,0.1,1,-2,-1.4,-27,4
Nc1c2c(nc3ccc(Br)cc13)N(Cc1ccccc1)CC2,-41,5.4,-3,-0.7,-9,-33,0.0,10,6
CCOC(=O)CC1C(=O)NCCN1S(=O)(=O)c1ccc(Cl)cc1 (stereo unspecified),0,-3.1,5,1.0,-1,-9,0.0,8,4
Cn1c(=O)[nH]c(=O)c2c1nc(Br)n2CC(O)COc1ccccc1 (stereo unspecified),4,-0.1,1,1.0,0,-7,0.2,13,-2
COc1ccccc1N(C(=O)c1snc(C(N)=O)c1N)C(C(=O)NCCC(C)C)c1ccco1 (stereo unspecified),18,-3.8,-5,-1.0,-3,14,0.3,43,13
CCOc1ccc2nc3c(cc2c1)CN(CCCO)C(=NCCOC)S3,2,2.1,-2,-0.7,4,-18,0.1,-17,11
O=Nc1c(O)n(Cc2cccc(Cl)c2)c2ccccc12,1,-7.4,-38,0.4,-1,1,0.2,34,10
CC(=O)c1c(C)[nH]c(C(=O)OCC(=O)Nc2cc(S(=O)(=O)N3CCCC3)ccc2Cl)c1C,3,-0.1,1,-0.2,0,-1,-0.4,-1,6
COc1cccc(OCc2cc(/C=N/NC(=O)c3nc(Cl)c(Cl)c(N)c3Cl)ccc2OC)c1,-1,-4.3,-20,-2.1,-13,-1,-0.7,8,11
CC(=O)c1c(N2CCN(Cc3ccccc3)CC2)[nH]c(-c2ccccc2)nc1=S,1,-1.3,-9,-0.3,25,15,-0.4,-6,1
CC(=O)N1CCN(c2ccc(NC(=O)c3ccc(Br)o3)cc2Cl)CC1,14,2.8,0,1.2,5,-2,33,-59,9
COC(=O)c1nn(-c2ccccc2)c(Cl)c1/C=N/OCc1ccc(C)cc1,-1,-4.0,1,1.1,-3,-8,0.0,-7,11
COc1ccc(N(C(C)=O)S(=O)(=O)c2cc(OC)ccc2OC)cc1,3,-0.2,-6,0.0,27,4,-0.6,22,11
O=C(N/N=C/c1ccco1)Nc1ccccc1,0,1.3,0,0.8,3,0,3.9,8,7
CCS(=O)(=O)Nc1ccc(C2=NN(S(=O)(=O)c3ccc(F)cc3)C(c3ccco3)C2)cc1 (stereo unspecified),-26,-0.5,-4,-0.8,17,8,-0.1,28,9
O=C(CO/N=C/c1ccccc1OC(F)F)NC1CCCCC1,0,0.8,-4,0.3,-1,-1,0.2,-32,1
COc1cccc(-c2nc(N3CCN(Cc4ccccc4)CC3)c3ccccc3n2)c1O,-6,-3.6,3,-0.8,-1,-3,-0.4,-3,5
CN1C2CCC1/C(=C\c1ccccc1Cl)C(=O)/C2=C\c1ccccc1Cl,/,/,/,/,3,6,/,43,7
Cc1ccccc1NC(=S)NCc1ccccc1,0,-8.2,-6,-0.4,2,-3,-1.2,5,9
COc1ccc(Cl)cc1NC(=O)CCN1CCN(C)CC1,2,0.7,-8,-1.8,0,2,0.1,4,13
Cc1ccc2c(c1)c(C)c(C)n2CC(O)Cn1nc(C)c(Br)c1C (stereo unspecified),0,1.1,8,0.8,-1,-4,0.1,16,10
Cc1cc(C(=O)COC(=O)c2csc3c2CCCC3)c(C)n1C,0,-1.5,4,0.6,-1,-1,3.5,-7,7
COc1ccc(C(C(=O)NC(C)(C)C)N(C(=O)Cn2nnc3ccccc32)c2ccc(C(C)=O)cc2)cc1O (stereo unspecified),22,1.9,-3,1.5,0,5,-0.3,15,7
C=CCn1c(CCCOc2ccc(Cl)cc2Cl)nnc1SCC(=O)Nc1nccs1,0,2.2,-2,0.1,-6,-8,0.0,-15,21
c1coc(-c2nn3c(-c4ccco4)nnc3s2)c1,3,-2.5,-1,2.2,29,10,0.4,20&10,11
Cn1c(SCc2ccccc2)nc(C(F)(F)F)cc1=O,21,-2.1,6,1.5,-1,2,-0.6,42,0
CCOC(=O)CC1NC(=O)c2ccccc21 (stereo unspecified),-1,0.3,-7,0.1,/,2,0.6,13&15,4&7
CC1(CCc2ccccc2)NC(=S)N(c2ccc(Cl)cc2)N1 (stereo unspecified),9,3.3,-9,1.1,6,5,-0.3,-11,12
Cc1cc(=O)[nH]c(SCCOc2cccc(C(F)(F)F)c2)n1,7,0.0,2,0.8,-3,-1,0.2,35,5
CC1=C(n2nnc3ccccc32)C(c2ccccc2)C(C#N)=C(N)O1 (stereo unspecified),-1,-1.5,-4,0.2,5,1,0.6,14,6
CC(C)CCN(CCC(C)C)C(CO)(CO)CO,1,-0.6,9,0.1,-2,-2,-0.6,19,8
CCOC(=O)C1CCCN(CC(=O)Nc2c(F)c(F)c(F)c(F)c2F)C1 (stereo unspecified),3,-3.7,-11,-0.7,-4,-1,0.2,19,12
O=c1cc(-c2ccccc2)[nH]c2cc(F)ccc12,2,-15,-5,-0.3,1,0,-0.8,41,7
COc1nccnc1NS(=O)(=O)c1ccc(NS(=O)(=O)c2ccc(NC(C)=O)cc2)cc1,3,0.7,-3,1.0,1,-5,0.1,16,7
COc1cccc(CN(C)C(=O)c2csc3c2CCCC3)c1OC,16,3.3,-4,-0.7,-1,0,-0.7,-19,11
Cc1ccc(Nc2nnc(SCC(=O)Nc3cccc(S(=O)(=O)NC4=NCCCCC4)c3)s2)cc1,3,0.9,-3,0.8,-1,7,-0.1,11,4
O=C(N/N=C/c1cccc([N+](=O)[O-])c1)c1ccc(COc2ccccc2-c2ccccc2)cc1,-46,2.9,-18,-0.5,1,-1,0.2,35,8
COc1ccc(C(=O)/C=C/Nc2ccc(S(=O)(=O)Nc3ncccn3)cc2)cc1,12,0.2,-5,0.9,5,21,2.5,12,7
CCOC(=O)c1c(CC(C)C)csc1/N=C/C1=C(O)CCCC1=O,-4,2.3,-5,-0.4,-7,7,1.6,44,4
O=c1[nH]c2ccc(F)cc2[nH]c1=O,21,1.5,2,1.1,-2,1,2.8,42,7
COC(=O)c1cc(C(=O)OC)cc(N2C(=O)CC(NNC(=O)c3ccccc3Br)C2=O)c1 (stereo unspecified),1,-1.1,-12,0.6,-1,2,0.5,-6,4
O=c1[nH]c2cc3c(cc2cc1CN(CCO)S(=O)(=O)c1ccccc1Cl)OCCO3,3,-5.2,-2,-0.4,2,-2,0.5,7&18,5&17
CN(C)C(CN=C1NS(=O)(=O)c2ccccc21)c1ccco1 (stereo unspecified),13,0.0,-6,2.2,2,-1,1.5,30,7
c1ccc(CCN(Cc2ccccc2)Cc2nc(C3CC3)no2)cc1,20,0.5,3,2.0,/,/,-1.2,62*,11
CCN(CC)C(=O)N(CC)Cc1ccccc1,-8,14,-4,0.6,1,3,5.8,21,5
CCOC(=O)C1CN(S(=O)(=O)c2ccc(OC)cc2)c2cc(S(=O)(=O)CC)ccc2O1 (stereo unspecified),0,-3.1,-5,-1.1,-1,-6,-0.5,-3,11
N#CCC(CNc1ncc(C(F)(F)F)cc1Cl)OC(=O)c1cccc([N+](=O)[O-])c1 (stereo unspecified),2,1.0,-2,0.8,1,2,0.7,-10,5
CCCCOc1ccc(S(=O)(=O)NNC(=O)C2Cc3c(ccc4ccccc34)O2)cc1 (stereo unspecified),1,-6.1,-3,1.4,-8,-6,1.0,47,8
CCOc1ccc(OCC)c(NC(=O)C2CCCN(c3nc(C)cc(C)n3)C2)c1 (stereo unspecified),0,2.0,-5,0.1,-2,-1,3.1,-1,7
O=c1[nH]c(Cc2cccs2)nc2ccccc12,0,3.0,-2,-0.4,0,0,1.7,12,9
Cc1ccsc1/C=N/NC(=O)Cc1ccc(Cl)cc1,10,0.3,2,0.6,0,0,-0.1,-20,2
CCOC(=O)C1=C(C)NC(=O)NC1c1cccnc1 (stereo unspecified),6,0.2,5,0.7,-3,-2,1.0,8,11
Cc1ccc(C)c(OCc2nc(-c3cccnc3)no2)c1,7,0.2,0,1.4,-5,2,0.2,-14,12
COc1cc(S(=O)(=O)N2CCCCCC2)ccc1-n1cnnn1,-19,0.2,-2,-0.6,-1,0,0.0,4,14
N#Cc1c(-c2ccc(Br)cc2)nc2n(c1=O)CCCS2,-8,-1.9,0,0.1,2,-3,-0.8,-23,8

Next part.
SMILES,Hck Nef HTS,TNF necrop inh,RBBP9 inhibitor,PERK inh,Runt-CBFb FRET,Runt-SMMHC FRET,zVAD death inh,EP2 mod,EP2 antag
CCN(CC)c1ccc(C(=O)NC(=S)N2CCN(Cc3ccc4c(c3)OCO4)CC2)cc1,1,2.7,-1,-0.1,2,2,0.4,1,3
COc1ccc(OC)c(/C=N/c2oc(-c3ccco3)c(-c3ccco3)c2C#N)c1,7,-5.1,-8,-0.1,5,-18,1.2,-65,8
COc1cccc(CNC(=O)CCl)c1,0,2.7,2,0.7,4,5,0.0,20,5
Cc1cccc(C(=O)NNC(=O)C(=O)NC(C)(C)C)c1,0,-3.7,-12,0.6,-2,-2,0.3,7,16
Cc1nn(Cc2ccccc2)c(Cl)c1C(=O)NCc1ccc(C)n1C,1,-1.5,-11,0.1,1,-2,0.1,-3,7
COc1ccc(C(C#N)Nc2ccccc2)cc1 (stereo unspecified),1,0.9,-5,0.7,1,-3,0.2,-7,4
CC(NC(=O)CSc1ncccn1)c1ccc(Cl)cc1Cl (stereo unspecified),17,-0.5,-7,0.6,1,2,-0.2,-17,3
CCOc1ccc(CC(=O)Nc2cc(=O)n(C)c(=O)n2C)cc1,15,0.4,0,-0.1,-1,0,2.8,10,13
CCNC(=O)N(C)c1nncnc1C(=O)NC,-23,-0.9,-2,-0.1,0,-1,-0.5,16,/
O=C(CN1C(=O)c2ccccc2C1=O)Nc1ccccc1C(=O)NC1CCCCC1,-2,1.6,2,0.1,-1,-4,0.3,7,16

Source: PubChem BioAssay
